Source: PubChem BioAssay (National Center for Advancing Translational Sciences (NCATS))
12-hLO inh = qHTS Assay for Inhibitors of 12-hLO (12-human lipoxygenase); AID 1452, 2008; Potency, µM (series often up to 57.1 µM), without a hit: top-dose activity change, negative = inhibition, actives largely listed as inhibitors; 150,000 tested, 0.12% active; purified 12-hLO, xylenol orange hydroperoxide absorbance; Polyunsaturated fatty acid lipoxygenase ALOX12 (Homo sapiens), P18054; also: potency is read from the fitted curve at half-maximal effect; nearly all actives have a fitted effect of over 55% in size; many of its hits are not listed in these tables
Target sequence (P18054 whole entry, looked up): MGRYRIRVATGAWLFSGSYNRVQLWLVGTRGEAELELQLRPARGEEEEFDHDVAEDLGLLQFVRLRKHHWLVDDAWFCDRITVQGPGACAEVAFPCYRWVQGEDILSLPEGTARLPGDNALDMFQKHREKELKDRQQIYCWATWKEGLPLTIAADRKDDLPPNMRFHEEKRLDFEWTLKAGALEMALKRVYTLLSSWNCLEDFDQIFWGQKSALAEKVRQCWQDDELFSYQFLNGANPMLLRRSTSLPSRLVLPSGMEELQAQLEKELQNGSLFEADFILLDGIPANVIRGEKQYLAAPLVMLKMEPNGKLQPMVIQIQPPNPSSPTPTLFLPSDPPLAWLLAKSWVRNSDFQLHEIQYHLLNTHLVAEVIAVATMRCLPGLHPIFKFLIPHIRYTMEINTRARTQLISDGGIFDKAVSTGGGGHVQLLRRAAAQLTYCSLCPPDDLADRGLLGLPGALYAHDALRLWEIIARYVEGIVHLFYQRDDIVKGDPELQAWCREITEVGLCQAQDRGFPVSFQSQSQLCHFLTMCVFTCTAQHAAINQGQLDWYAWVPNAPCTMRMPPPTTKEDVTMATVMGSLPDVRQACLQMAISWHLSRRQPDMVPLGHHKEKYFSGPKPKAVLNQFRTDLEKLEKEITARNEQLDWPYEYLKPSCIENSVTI
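Hydroperoxide output read as Fe(III)-xylenol orange absorbance, 573-to-405 nm ratio, after 30 min reaction with 40 uM arachidonic acid. Enzyme: 150 nM purified human 12hLO, 15 min compound preincubation; 25 mM Hepes pH 7.0, room temperature.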
IMPase cell inh = qHTS Assay for Identifying the Cell-Membrane Permeable IMPase Inhibitors; CHO-M1 cells, IP1 accumulation, HTRF TR-FRET ratio; 120,000 tested, under 10 active; inhibition (IP1 accumulation), % at 46.1 µM; active = well fitted curve in the direction sought with a large enough effect in the signal ratio, not every such curve was filed as active; inconclusive = small, poorly fitted or top-dose-only effect, or a change in a side signal; inactive = no such curve, though single readings can be large or run the other way; the % refers to the signal ratio;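 also: cells stimulated with carbachol in lithium chloride buffer; plate controls were DMSO basal wells for no effect and reference inhibitor wells for full effect; higher means more IMPase inhibition seen as more IP1 and lower FRET ratio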
Target sequence (P97697 whole entry, looked up): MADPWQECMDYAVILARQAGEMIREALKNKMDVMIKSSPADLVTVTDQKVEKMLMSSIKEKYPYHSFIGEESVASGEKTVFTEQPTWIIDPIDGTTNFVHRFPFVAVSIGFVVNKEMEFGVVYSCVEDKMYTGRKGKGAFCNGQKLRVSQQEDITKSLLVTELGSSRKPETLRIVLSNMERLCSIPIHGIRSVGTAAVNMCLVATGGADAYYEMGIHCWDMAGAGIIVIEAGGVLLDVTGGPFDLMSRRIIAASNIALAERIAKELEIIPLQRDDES
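Measured: the HTRF emission ratio (665/620 nm) plus the 620 nm donor channel, each fitted to the Hill equation to give AC50. Cells were CHO-M1 given compounds up to 46 uM and a 30 min carbachol stimulation at 37C.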
PNC assembly inh = High Content Assay for Compounds that inhibit the Assembly of the Perinucleolar Compartment. 140,000 tested, 3.1% active. PC3M PTB-GFP, PNC prevalence imaging, 16 h; active compounds read low. activity change (PNC), negative = inhibition, % at 10 µM. AID 2417, 2010;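 active = readout at or below -70, meaning at least 70% loss of cells showing the perinucleolar compartment, a nuclear body marking cancer cells; inconclusive = readout between -30 and a set limit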;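 also: plate controls were DMSO wells for no effect and camptothecin positive control wells for full effect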
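Read-out is percentage of cells bearing a perinucleolar compartment, from automated 20x imaging of fixed, Hoechst-stained PC3M PTB-GFP cells. Cells were seeded 4 h, then exposed 16 h to compound (23 nl of library stock) in duplicate plates.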
ALOX15B inhib = qHTS Assay for Inhibitors of 15-hLO-2 (15-human lipoxygenase 2); AID 881, 2007; Polyunsaturated fatty acid lipoxygenase ALOX15B (Homo sapiens), O15296; purified 15hLO-2, xylenol orange hydroperoxide absorbance; Potency, µM (titrated, usually from 57.1 µM), inactives show at the highest dose activity change, negative = inhibition, hits mostly inhibitors; 110,000 tested, 0.56% active; also: potency is read from the fitted curve at half-maximal effect; nearly all actives have a fitted effect of over 60% in size; many of its hits are not listed in these tables
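Screening format was qHTS against 50 nM purified 15hLO-2 in Hepes pH 7.5 with detergent. Activity follows hydroperoxide formation from 45 uM arachidonic acid, measured as 573:405 nm absorbance ratio of the ferric-xylenol orange complex.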
Starred values were filed as active, the others as inactive; ? = inconclusive; nt = not tested or not shown; & = joins results of further samples; [ ] = dose if it differs, or a comment. Unless noted, calls follow the shape of the dose curve; as a rule, active = well fitted curve in the direction sought with a large enough effect; inconclusive = small, poorly fitted or top-dose-only effect, or another doubt; inactive = no such curve, though single readings can be large; an effect the other way counts as inactive or inconclusive. Unless noted, % is scaled to controls: 0 for no effect and ±100 for the full control effect.

compound	IMPase cell inh	ALOX15B inhib	PNC assembly inh	12-hLO inh
COc1ccc(C2=CC(c3sccc3C)n3nnnc3N2)cc1 (stereo unspecified)	2	?	69	-10%
CC(C)C[C@@H](COCc1cccc(Cl)c1)N1CCN(C(=O)c2cccc(C(F)(F)F)c2)CCC1=O	nt	10%[0.0915 µM]	nt	-4%[0.00818 µM]
Nc1cccnc1Sc1cc(Cl)cc(Cl)c1	0	3%	10	5%
CC(=O)N1CC=CC1(C)C(=O)NCC1CC1 (stereo unspecified)	nt	19%	nt	-2%
CCSc1nnc(N(CCC(=O)O)CCC(=O)O)s1	-2	-5%	?	0%
Cc1cc(C)nc(NC(=O)c2cccc([N+](=O)[O-])c2C)n1	1	6%	4	-5%
COC(=O)Nc1ccc2[nH]cc(CCNC(C)=O)c2c1	-1	12%	nt	-2%
Cc1c(OCc2nn[nH]n2)ccc2c(-c3ccccc3)cc(=O)oc12	-4	18%	26	-4%
CCCc1ccc(-c2c(C)sc(NC(=O)c3ccnn3C)c2C#N)cc1	4	1%	14	-1%
Cc1ccc(-c2nsc(SCC(=O)Nc3ccc4c(c3)OCO4)n2)cc1	-4	nt	?	-1%
CCOc1ccc(N(CC(=O)Nc2ccc(OC)cc2)S(C)(=O)=O)cc1	8	1%	-10	-1%
CC(CC(=O)Nc1ccc(Cl)c([N+](=O)[O-])c1)c1ccccc1 (stereo unspecified)	6	-7%	?	-7%
O=c1c2c(-c3ccc(Cl)cc3)csc2nc2n1CCC2	9	-8%	14	-3%
Cc1ccc(/C=N/N=C/c2ccc(C)cc2)cc1	nt	nt	19	-3%
Nn1c(Cc2ccccc2F)nnc1SCCOc1ccc(Cl)cc1	nt	nt	20	-4%
CCOCCCNC(=O)C(NC(=O)C1CCC(=O)N1)c1ccc(C)cc1 (stereo unspecified)	-20	-4%	?	-3%
CCC(C)NS(=O)(=O)c1ccc(S(=O)(=O)Nc2cc3c(cc2C(C)=O)OCO3)cc1 (stereo unspecified)	7	-15%	23	-1%
COc1ccc(OC)c(NC(=S)N2CCC(C(O)(c3ccccc3)c3ccccc3)CC2)c1	14	nt	-18	?
O=C(NCc1cccnc1)C1CC(=O)N(C2CCCCC2)C1 (stereo unspecified)	2	-2%	-17	6%
COc1cc(CNn2cn[nH]c2=S)cc(Cl)c1OCc1ccccc1	9	nt	59	-12%
O=C(CCN1C(=O)c2ccccc2C1=O)N1CCN(c2ccccc2)CC1	1	-2%	33	5%
Cc1nc(N)nc2c1CCCC2	-3	5%	?	-2%
O=C(CSc1nc(-c2ccco2)cc(C(F)(F)F)n1)N1CCCc2ccccc21	-7	nt	3	7%
O=C(O)CCC(=O)NC1CCCCC1	0	5%	-12	10%
COc1cc(/C=C(\NC(C)=O)C(=O)Nc2ccc(NC(C)=O)cc2)ccc1OC(C)=O	nt	nt	27	-3%
COc1ccc(S(=O)(=O)NCc2ccc(C(=O)N(C)Cc3ccco3)cc2)cc1	-5	-5%	33	-3%
COc1ccc(Oc2c(Cl)cnn(-c3ccccc3)c2=O)cc1	-2	-8%	34	3%
NNS(=O)(=O)c1ccc(Cc2ncc(C(F)(F)F)cc2Cl)s1	-5	-11%	?	7%
N#C/C(C(=O)Oc1ccccc1)=C1\C=Cc2ccccc2N1	8	-6%	28	-8%
Cc1ccccc1NC(=O)Cc1nnc(SCC(=O)c2ccc(Br)cc2)n1C	-4	16%	?	-2%

Whole records, quoted from the list. Screens in order: IMPase cell inh | ALOX15B inhib | PNC assembly inh | 12-hLO inh
NNS(=O)(=O)c1ccc(Cc2ncc(C(F)(F)F)cc2Cl)s1 in the list: -5 | -11% | ? | 7%
O=C(O)CCC(=O)NC1CCCCC1 in the list: 0 | 5% | -12 | 10%

Next entries:
compound	IMPase cell inh	ALOX15B inhib	PNC assembly inh	12-hLO inh
Cc1cccc(N2CCN(c3cccc(C)c3)C2c2cccnc2)c1	8	55%[activator]	-27	-4%
Cc1[nH]c2ccccc2c1Cc1n[nH]c(=S)o1	-2	-1%	?	-6%
O=C(Cn1nnc(-c2ccc(N3CCOCC3)cc2)n1)OC1CCCCC1	?	0%	13	0%
CC(C)CCNC(=O)c1ccc2c(SCC(=O)O)c3c(nc2c1)CCCC3	nt	nt	3	0%
O=c1c(CCc2ccccc2)nc2cnc(Nc3ccccc3)nc2n1Cc1cccs1	nt	0%	nt	1%
COc1ccccc1N1CCN(C(=O)C(F)F)CC1	6	2%	?	2%
CCCC(=O)NC(=S)Nc1ccc(S(=O)(=O)Nc2ccc(OCC)cc2)cc1	2	nt	8	-9%
CC(=O)C(C)Oc1cc(C)cc2oc(=O)c(C)c(C)c12 (stereo unspecified)	0	2%	33	2%
O=C(Nc1cccc(S(=O)(=O)N2CCCCC2)c1)c1ccccc1NS(=O)(=O)c1ccc(F)cc1	-5	nt	-4	4%
O=C(NCc1cccs1)C1CCN(S(=O)(=O)c2cccs2)CC1	?	nt	5	-4%
COc1ccc(NC(=O)CCNS(=O)(=O)c2cccc3nsnc23)cc1OC	nt	nt	31	-3%
C/C(=N\NC(=S)NCCc1ccccc1)c1ccc(Cl)cc1	nt	nt	?	?
Cc1noc(C)c1C(=O)N(CC(=O)NC1CCCC1)Cc1ccccc1F	-2[1.84 µM]	-15%[11.4 µM]	?	2%
COc1c(F)c(F)c(C(=O)Nc2ccc(N3CCN(Cc4ccccc4)CC3)cc2)c(F)c1F	12	33%[activator]	32	-4%
N#Cc1ccsc1NC(=O)CSc1ncn[nH]1	4	-3%	-23	2%
C#CC(C)(CC)NC(=O)Cn1nnc(-c2ccc(S(C)(=O)=O)cc2)n1 (stereo unspecified)	10	-5%	3	-4%
Cc1cc(C)cc(OC(C)c2ccnc3nc(/N=C/N(C)C)nn23)c1 (stereo unspecified)	4	-2%	-24	-10%
Cc1cc(C)nc(NC(=O)/C=C/c2ccc(Cl)cc2Cl)c1	10	46%[activator]	11	-12%
O=S(=O)(NCC(c1ccco1)N1CCOCC1)c1ccc(Cl)cc1 (stereo unspecified)	nt	nt	-29	-3%
CNc1ccccc1-c1nc2ccccc2n(C)c1=O	-7	2%	-2	-2%
Cc1cccc(C)c1OCC(O)CN1CCC(CN2C(=O)c3cccc4cccc(c34)C2=O)CC1 (stereo unspecified)	6	42%[activator]	?	-1%
Cc1nn(C)c(C(=O)Nc2ccn(Cc3ccccc3F)n2)c1[N+](=O)[O-]	0	10%	28	-7%
CCN1C(=O)/C(=C2\C=Cc3ccccc3N2CC)SC1=S	0	-11%	-13	-5%
CN1/C(=C\C(=O)CSc2nncn2C)C(C)(C)c2ccccc21	-1	nt	10	1%
CCCCOc1ccc(/C=C2/Sc3ccccc3C2=O)cc1	8	-14%	7	5%
Cc1cc(S(=O)(=O)N2CCN=C2c2ccccc2)c(Cl)cc1Cl	nt	nt	5	-6%
CC(C)(C)c1ccccc1NC(=O)c1cccnc1	4	1%	?	2%
C=CCc1ccccc1OCC(O)CNC(C)C (stereo unspecified)	nt	26%	33	0%&6%
O=C(COc1ncnc2ccccc12)Nc1ccc(Cl)c([N+](=O)[O-])c1	nt	nt	27	-5%
S=C(NCCN1CCOCC1)N/N=C/c1ccccc1	-7	-1%	-24	-3%

The results go on.
compound	IMPase cell inh	ALOX15B inhib	PNC assembly inh	12-hLO inh
Cc1cc(NC(=O)Nc2cc(C)nn2-c2ccccc2)n(-c2ccccc2)n1	-1	1%	15	2%
C=C(C)c1cccc(C(C)(C)NC(=O)N2CCCC(C)C2)c1 (stereo unspecified)	0	nt	1	-9%
Cc1cccc(OCc2nnc(SCC(=O)Nc3cccc(C(=O)N4CCOCC4)c3)n2C)c1C	nt	nt	41	2%
CC1=NN(c2ccc(Cl)cc2)C(=O)/C1=C\c1cccn1-c1ccc(S(N)(=O)=O)cc1	nt	nt	58	-2%
O=C(CSc1ccc2nnc(-c3ccccn3)n2n1)NCc1ccco1	-7	nt	10	-6%
CCC(c1nnnn1Cc1ccco1)N(CCc1ccccc1)Cc1cc2cc(C)ccc2[nH]c1=O (stereo unspecified)	13	0%	-25	-15%
O=C(/C=C/C=C/c1ccccc1)CC1(O)C(=O)N(CCc2ccccc2)c2ccccc21 (stereo unspecified)	3	-11%	30	-6%
OC1(C2(O)CC(c3ccccc3)ON2)CCCCC1 (stereo unspecified)	3	-13%	9	-2%
CCC(SC1=N/C(=C/c2ccccc2)C(=O)N1c1ccccc1)C(=O)Nc1cc(C)on1 (stereo unspecified)	7	nt	107	-3%
CCOC(=O)CN1C(=O)N[C@H](c2ccc(Br)cc2)C(C(C)=O)=C1C	nt	nt	-6	-6%
COC(=O)c1ccccc1-c1ccc(/C=C2\C(=O)N(c3ccccc3)N=C2c2ccccc2)o1	-2	-7%	-5	1%
CCc1ccccc1NC(=O)COc1ccc2oc(-c3ccc(OC)cc3)cc(=O)c2c1	0	nt	54	4%
O=c1oc2ccccc2cc1O	nt	9%	nt	-4%
O=C(c1noc2c1CCCC2)N1CCOCC1	8	-1%	8	0%
CCOCCCNC(=O)C(c1ccccc1)N(Cc1cccs1)C(=O)CNC(C)=O (stereo unspecified)	-3	nt	?	12%
O=C(Nc1cccc(C2OCCCO2)c1)c1cccs1	nt	nt	53	2%
O=C(CC1CCS(=O)(=O)C1)Nc1ccc[nH]c1=O (stereo unspecified)	7	4%	18	9%
Cc1ccc(-c2noc(CN(C(=O)CCCCCN3C(=O)c4ccccc4C3=O)C(C)C)n2)cc1	9	9%	8	-8%
CCOc1cc(-c2cc(N)n[nH]2)cc(OCC)c1OCC	-14	nt	?	0%
COc1c(C(C)C)oc2cc3oc(=O)ccc3cc12	nt	5%	nt	4%
CC(C)=CCC(C)(C)C1OCCN1C(=O)Nc1ccccc1 (stereo unspecified)	8	6%	?	-7%
NC(=S)SCCC(=O)O	nt	-4%[11.4 µM]	nt	-2%[11.4 µM]
COc1ccc(C(C[N+](=O)[O-])c2c(-c3ccccc3)cc3ccccn23)c(OC)c1 (stereo unspecified)	14	-27%	?	?
COC(=O)c1cccc(NC(=O)CSc2nnc(C)n2Cc2ccccc2)c1	-18	-7%	17	-3%
O=C(Nc1ccc(Br)cc1)c1cccn1-c1ncc(C(F)(F)F)cc1Cl	7	-9%	36	-23%
COc1ccc(NC(=O)CCC(=O)OCC(=O)c2ccc(Oc3ccc([N+](=O)[O-])cc3)cc2)cc1	-2	nt	?	-1%
CCC1(C)N(O)C(C)(C)C(c2ccc(F)cc2)=[N+]1[O-] (stereo unspecified)	-7	nt	-100*	-5%
O=S(=O)(Cc1cc(Sc2ccccc2)nc(-c2ccccc2)n1)c1ccccc1	6	-2%	19	-2%
CCCNCc1nnc(-c2ccccc2Cl)o1	nt	nt	-1	0%
CCN(CC)S(=O)(=O)c1ccc(NS(=O)(=O)c2ccc(O)c([N+](=O)[O-])c2)cc1	nt	nt	-20	-5%
O=c1[nH]c(C(F)(F)F)nc2c1nnn2Cc1ccccc1F	0	-4%	19	8%
CCN1CCN(CC(=O)c2c[nH]c3ccccc23)CC1	5	1%	?	1%
